Vif imaging: HIV Vif inhibition | HEK293T cells, Vif self-association by quenched fluorescence, imaging, 24 h | inhibition, % at 7.49 µM | actives 0.35% (n = 340,000) | AID 602346; in the data active = inhibition above about 50%, passing the limit was not always enough; inconclusive = no clear call, values can overlap the other calls; inactive = below about 31%; note: some results filed as inactive read as strong as hits
m5-HT2A agonist: activates the mouse 5-HT2A serotonin receptor | P35363 | AID 624169 | actives 0.66% (n = 360,000) | activation, % at 7.6 µM | CHO-K1 mHTR2A beta-arrestin complementation, luminescence; percent of 30 µM serotonin response;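 active = activation above a run cutoff, the mean activation of all tested compounds plus 3 SD, cut at about 14% in these data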;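 note: 0% = plate median of compound wells and 100% = 30 µM serotonin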
Target sequence (P35363 whole entry, looked up): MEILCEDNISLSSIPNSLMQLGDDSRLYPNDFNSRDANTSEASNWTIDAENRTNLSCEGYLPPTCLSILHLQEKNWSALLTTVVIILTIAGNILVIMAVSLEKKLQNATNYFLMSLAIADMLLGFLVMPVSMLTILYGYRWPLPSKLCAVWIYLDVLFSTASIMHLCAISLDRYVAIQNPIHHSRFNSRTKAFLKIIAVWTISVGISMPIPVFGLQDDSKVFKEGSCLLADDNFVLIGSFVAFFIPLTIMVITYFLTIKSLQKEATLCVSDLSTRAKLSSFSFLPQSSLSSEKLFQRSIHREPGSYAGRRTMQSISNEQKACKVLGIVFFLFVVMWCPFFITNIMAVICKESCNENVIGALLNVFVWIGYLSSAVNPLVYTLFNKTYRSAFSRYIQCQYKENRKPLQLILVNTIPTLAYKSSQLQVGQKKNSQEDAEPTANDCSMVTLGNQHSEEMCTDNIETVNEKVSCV
Exocytosis inh: lytic granule exocytosis inhibition. TALL-104 LAMP-1 surface exposure, flow cytometry; cells stimulated with thapsigargin and PMA. actives 0.66% (n = 360,000). inhibition, % at 10 µM;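 active = inhibition above about 55%, limit read from the data; inconclusive = no clear call, values can overlap the other calls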
PDI inh: inhibitors of human protein disulfide isomerase | P07237 | PDI insulin aggregation turbidity, A650, 90 min | inhibition, % at 10 µM | actives 0.052% (n = 350,000) | AID 588391;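 active = mean inhibition across replicates of 30% or more, whatever share of single replicates reach that level; inconclusive = mean inhibition below 30% while every single replicate reaches 30%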;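 note: absorbance from insulin aggregation driven by PDI reduction with DTT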
Target sequence (P07237 whole entry, looked up): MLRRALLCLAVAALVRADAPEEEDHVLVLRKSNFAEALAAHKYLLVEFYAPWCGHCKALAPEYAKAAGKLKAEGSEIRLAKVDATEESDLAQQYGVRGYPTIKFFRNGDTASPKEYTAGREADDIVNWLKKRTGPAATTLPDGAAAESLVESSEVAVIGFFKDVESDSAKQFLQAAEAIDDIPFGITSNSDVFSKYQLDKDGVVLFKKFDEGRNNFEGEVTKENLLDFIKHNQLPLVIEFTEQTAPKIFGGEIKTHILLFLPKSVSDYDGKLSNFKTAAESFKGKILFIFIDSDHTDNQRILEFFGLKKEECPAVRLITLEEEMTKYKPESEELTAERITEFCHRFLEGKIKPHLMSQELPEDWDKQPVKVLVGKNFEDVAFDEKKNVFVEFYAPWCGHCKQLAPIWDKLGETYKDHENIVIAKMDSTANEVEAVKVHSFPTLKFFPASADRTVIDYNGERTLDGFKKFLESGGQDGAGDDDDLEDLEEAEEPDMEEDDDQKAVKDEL
aDG glyco act: increases alpha dystroglycan glycosylation; activation, % at 10 µM; AID 624168; actives 0.22% (n = 360,000); Pro5-aDG cells, alpha-DG glycosylation AlphaScreen (IIH6); 0% Pro5, 100% B10-LARGE cell signal;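 active = activation of at least 8% versus controls, or a plate z-score of at least 8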;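 note: Pro5 are CHO cells carrying HIG-tagged alpha-DG that lacks glycosylation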
H9c2 protect: protects H9c2 cardiomyocytes from peroxide injury | H2O2 injury protection, ATPLite, 2 h | protection from H2O2 cell death, % at 20 µM | actives 0.63% (n = 360,000) | AID 588492;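 active = compounds giving at least 50% protection of heart cells from peroxide-induced death in the single-dose screen, raw or plate-pattern-corrected value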;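 note: 0% = DMSO wells with peroxide and 100% = DMSO wells without peroxide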
ABCB6 inh 2: inhibitors of human ABC transporter ABCB6. Q9NP58. fluorescence ratio to DMSO, % at 10 µM. K562-ABCB6 porphyrin accumulation, flow cytometry, 1 h; stronger effect = lower value. actives 0.19% (n = 360,000). AID 602162;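 active = fluorescence ratio to DMSO below 75%, the collection mean minus 3 SD; inconclusive = too few cells collected in the well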;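 note: signal is porphyrin accumulated inside mitochondria; 100% equals median channel fluorescence of DMSO control wells; lower ratio means ABCB6 inhibition with less porphyrin fluorescence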
hiPSC survival: increases survival of single human iPS cells; hiPSC single-cell survival, ATPlite luminescence; 100% = ROCK inhibitor wells, 0% = DMSO; survival enhancement, % at 20 µM; actives 0.044% (n = 360,000); in the data active = survival enhancement above about 18%;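 note: cells exposed to compounds for 16 hours before the ATP read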
CaV13 FRET inh: Disruptors of the CACNA1D IQ motif to Ca2+-dependent inactivation inhibitor domain association, primary screening, Förster resonance energy transfer in intact living … | inhibition, % at 12.3 µM | AID 743397 | HEK cells, CFP/YFP FRET ICDI-IQ, plate reader, 10 min; percent FRET-ratio fall versus neutral wells | actives 0.098% (n = 340,000);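 active = mean replicate inhibition of at least 30% and at least 1% of replicates passing that level; inconclusive = only one of the two criteria is met; inactive = neither criterion is met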;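 note: 0% = median of the neutral control wells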
N-glyco inh: N-linked glycosylation inhibition | D54 ERlucT glycosylation luciferase reporter, 24 h; percent of 100 nM tunicamycin response | reporter increase, % at 12.5 µM | actives 0.23% (n = 360,000);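 active = mean luciferase reporter signal, scaled so untreated is 0 and the glycosylation-blocking control 100, at or above a set limit in every replicate; inconclusive = mean reaches the limit but not every replicate does; inactive = mean below the limit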;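 note: luciferase carries N-glycosylation sites so blocking glycosylation raises the light; 0% = median of neutral control wells and 100% = median of 100 nM tunicamycin wells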
An asterisk follows results filed as active; ? = inconclusive; . = not tested or not shown.

The opening four records as a preview:
SMILES | Vif imaging | m5-HT2A agonist | Exocytosis inh | PDI inh | aDG glyco act | H9c2 protect | ABCB6 inh 2 | hiPSC survival | CaV13 FRET inh | N-glyco inh
Cc1cccc(NC(=O)CCc2nnc3ccc(NCc4ccco4)nn23)n1 | 5 | -3 | -3 | 6 | 0.1 | 4 | 98 | 0.7 | -6 | 2
c1cc2c(cc1-n1cnnn1)OCO2 | -1 | -4 | 15 | -7 | 3.5 | -1 | 95 | 1.3 | 3 | 1
COc1ccc(C2(O)CN(c3ccccc3)C3=[N+]2CCS3)cc1OC (centres undefined) | 0 | -2 | -19 | 6 | 0.4 | 0 | 102 | -0.3 | -2 | -2
CCC(CC)NC(=O)COC(=O)c1cccc(C)c1O | 7 | 1 | -2 | 5 | 0.1 | -7 | 92 | -0.1 | -4 | 2

All compounds of this part, repeating the preview:
SMILES | Vif imaging | m5-HT2A agonist | Exocytosis inh | PDI inh | aDG glyco act | H9c2 protect | ABCB6 inh 2 | hiPSC survival | CaV13 FRET inh | N-glyco inh
Cc1cccc(NC(=O)CCc2nnc3ccc(NCc4ccco4)nn23)n1 | 5 | -3 | -3 | 6 | 0.1 | 4 | 98 | 0.7 | -6 | 2
c1cc2c(cc1-n1cnnn1)OCO2 | -1 | -4 | 15 | -7 | 3.5 | -1 | 95 | 1.3 | 3 | 1
COc1ccc(C2(O)CN(c3ccccc3)C3=[N+]2CCS3)cc1OC (centres undefined) | 0 | -2 | -19 | 6 | 0.4 | 0 | 102 | -0.3 | -2 | -2
CCC(CC)NC(=O)COC(=O)c1cccc(C)c1O | 7 | 1 | -2 | 5 | 0.1 | -7 | 92 | -0.1 | -4 | 2
O=C(CCc1nc2ccccc2c(=O)[nH]1)NCCN1C(=O)S/C(=C\c2ccccc2Cl)C1=O | -5 | -3 | 3 | -7 | 0.0 | 40 | 92 | -0.3 | -7 | 2
CCOc1ccc(NC(=S)N2c3ccccc3CC2C)cc1 (centres undefined) | 0 | 16* | -1 | 1 | 0.0 | -12 | 101 | 0.7 | -6 | 0
COc1ccc(Cl)cc1NC(=O)Cc1c(F)cccc1Cl | 0 | -3 | 2 | 14 | 0.1 | 8 | 99 | 3.5 | -5 | 1
CSc1ccccc1NC(=O)c1cc(C2CC2)on1 | -2 | -6 | -3 | . | 0.1 | -6 | 102 | -2.8 | -7 | 1
CN1CCN(c2ccccc2/C=C2/C(=O)Nc3ccccc32)CC1 | -3 | -15 | ? | 0 | 0.0 | 13 | 98 | -0.4 | -4 | -4
O=C(Nc1ccccc1[N+](=O)[O-])c1cncc(Br)c1 | 10 | 0 | -2 | -5 | 0.0 | -7 | 96 | -1.2 | 3 | 1
CN(C)c1ccc(/C=N/NC(=O)c2sccc2-n2cccc2)cc1 | 0 | 1 | -4 | 7 | 0.5 | -7 | 86 | 0.0 | -19 | 2
CO/N=C/c1ccc(N2CCN(C(=O)c3ccc(F)cc3)CC2)c([N+](=O)[O-])c1 | -14 | 2 | 2 | 4 | 1.9 | -4 | 102 | -2.2 | -4 | -3
COC1=CC(C)C2CC3OC(O)CC4C(C)=C(OC)C(=O)C(C2(C)C1=O)C34C (centres undefined) | -2 | -1 | -1 | . | 0.0 | -2 | 100 | -2.0 | . | 2
COc1cccc(C2/C(=C(/O)c3ccc(C)cc3)C(=O)C(=O)N2Cc2ccco2)c1 (centres undefined) | 6 | 5 | -8 | -17 | -0.2 | 2 | 112 | 1.1 | 4 | 1
C/C(=C\c1ccccc1)C(=O)NCCN1CCOCC1 | -3 | -2 | -3 | 4 | -0.3 | 2 | 99 | 2.0 | -5 | 0
COC(=O)C[C@@H]1OC[C@H](C(C)C)N1S(=O)(=O)c1ccc(C)cc1 | . | 1 | -4 | . | 0.1 | . | . | . | -16 | .
O=C(COC(=O)/C=C/c1ccco1)Nc1ncc(Cl)cc1Cl | -5 | 2 | 1 | -2 | -0.1 | 1 | 103 | 0.3 | -5 | 1
COc1ccc(CN2CCC(=O)N(CCO)CC2)cc1OC | 3 | -5 | -5 | 3 | -0.1 | -7 | 95 | -0.6 | -5 | 2
Cc1cnc(NC(=O)CN2CCN(c3ccccc3F)CC2)s1 | -8 | -3 | 1 | -11 | 0.2 | -3 | 86 | 3.0 | -3 | -1
Cc1ccc(C(=O)OCC(=O)N2CC(C)CC(C)C2)cc1S(=O)(=O)N1CCCCC1 (centres undefined) | 18 | 2 | -4 | -2 | 0.1 | -5 | 94 | -0.3 | -6 | -3
O=c1c2ccccc2c(C=NC2CCS(=O)(=O)C2)c(O)n1-c1ccccc1 (centres undefined) | 2 | 1 | -2 | 4 | 0.1 | 3 | 89 | 2.5 | -4 | -1
CCCn1c(=N)c(S(=O)(=O)c2ccc(F)cc2)cc2c(=O)n3cccc(C)c3nc21 | 6 | 4 | 3 | -7 | -0.1 | 3 | 97 | -0.6 | 3 | 8
CCn1c(NC(=O)c2ccccc2)nc2ccccc21 | -5 | -2 | 5 | -5 | -0.1 | 8 | 100 | -0.4 | 5 | 4
COC(=O)[C@]12CCCCC=C1N(CCc1ccc(OC)c(OC)c1)C(=O)[C@H](CC(=O)N1CCCC1)C2 | . | 11 | -6 | . | 0.0 | . | . | . | -7 | .
Cc1ccc(NC(=O)CCN2C(=O)C3CCCCC3C2=O)cc1[N+](=O)[O-] (centres undefined) | 1 | 1 | 4 | 2 | -0.1 | 3 | 100 | 0.2 | -6 | 0
COC(=O)CCC(=O)Nc1ccc(Cl)c(Cl)c1 | -1 | 4 | -3 | -4 | -0.1 | -1 | 97 | -0.5 | . | 1
Cn1ncc2c(=O)n(CC(=O)NC34CC5CC(CC(C5)C3)C4)cnc21 | 1 | -8 | -4 | 5 | 0.0 | 2 | 102 | -1.2 | . | 0
COC(=O)C1=C(C(=O)OC)[N+]2=C3N(C(=O)NC2(C)C)[C@H](CO)C[C@@]32c3ccccc3N(Cc3ccccc3)[C@@H]12 | . | 2 | 5 | 1 | -0.2 | -2 | 104 | -5.3 | -6 | -1
CCCCNS(=O)(=O)c1ccc(OC)c(Cl)c1Cl | 0 | -4 | -1 | -8 | 0.0 | -1 | 96 | -0.6 | -5 | -2
CCOC(=O)C1CCCN(C(=O)CCNS(=O)(=O)c2cc(Br)cnc2N)C1 (centres undefined) | -7 | -1 | -1 | -3 | 0.1 | -2 | 94 | -0.4 | -3 | 2
O=C1c2cccnc2C(Nc2ccccc2)N1Cc1ccco1 (centres undefined) | 17 | -2 | 0 | 3 | 0.2 | 5 | 99 | -1.9 | -5 | 0
COC(=O)c1nc(NC(=O)C(C)C)n[nH]1 | 2 | 5 | 0 | -4 | 0.1 | -2 | 96 | 0.6 | -8 | 1
COC(=O)C1=CN(c2ccc(F)cc2)C=C(C(=O)OC)C1c1cccc(Br)c1 | 6 | 0 | 0 | -4 | 0.9 | -2 | 95 | -0.4 | -2 | -8
O=S(=O)(c1cc(Cl)cc(Cl)c1O)N1CCC2(CC1)OCCO2 | . | 3 | -9 | 9 | -0.2 | 5 | 97 | -0.4 | -3 | 1
CC(C)(CNC(=O)c1ccccc1NS(C)(=O)=O)N1CCCCC1 | 6 | 1 | -5 | 19 | -0.1 | 2 | 97 | 0.0 | -4 | 1
COc1ccccc1N(C)S(=O)(=O)c1ccc(Cl)c(C(=O)NNC(=O)c2ccccc2O)c1 | -4 | -2 | -2 | 17 | 0.0 | 36 | 98 | -0.1 | -6 | 0
CCOC(=O)c1c(NC(=O)CCl)sc(C(=O)N(CC)CC)c1C | 14 | 2 | 0 | 5 | 0.3 | -16 | 86 | -6.5 | -5 | 22
Cc1cc(Br)c2nc(-c3ccccc3)c(Cc3cccc(Cl)c3)n2c1 | . | 5 | 6 | . | -0.1 | . | 129 | 1.4 | -5 | .
Cc1nnc(N(Cc2ccccc2)C(=O)c2cnccn2)s1 | . | 0 | -3 | -2 | 0.0 | -3 | 117 | 2.1 | . | 0
C[C@]12CC[C@@H]3c4ccc(O)cc4CC[C@H]3[C@@H]1C[C@@H](O)[C@@H]2O | -7 | 5 | -2 | 17 | -0.1 | 9 | 94 | 2.8 | -5 | -2
COCCN1CCN(C(=O)C2CCC(=O)N(CCc3cccc(F)c3)C2)CC1 (centres undefined) | -3 | 2 | 4 | -11 | -0.1 | -1 | 97 | -0.2 | -5 | 1
O=C(CSc1ncnc2c1oc1ccccc12)NC1CCCCC1 | 1 | -2 | 1 | 1 | 0.0 | -26 | 99 | 0.6 | -6 | 1
CCCCn1cnc2c(cnn2-c2ccc(Cl)cc2)c1=O | -4 | 0 | 3 | -3 | 0.4 | -7 | 62* | -3.2 | . | 0
Cc1nn(C(C)C(=O)NCC2CCCO2)c(=O)c2c1sc1ccccc12 (centres undefined) | -1 | 1 | -3 | 7 | -0.1 | -1 | 100 | 0.1 | -7 | -2
COC(=O)/C=C/c1cnc[nH]1 | 13 | -3 | 5 | -4 | 0.2 | 13 | 96 | 1.3 | -11 | 0
CC1(C)CC(=O)C(C(C2=C(O)CC(C)(C)CC2=O)c2ccc(O)c([N+](=O)[O-])c2)=C(O)C1 | 4 | 1 | 4 | 3 | 0.2 | 5 | 107 | -0.1 | -7 | 1
CNc1nc(C)c(C#N)c(-c2ccccc2)c1C(C)=O | 10 | -1 | 0 | 1 | -0.2 | 8 | 99 | 5.1 | -1 | -1
CCNC(=S)N(Cc1ccco1)Cc1cc2cc(OCC)ccc2[nH]c1=O | -7 | 1 | 20 | 6 | 0.2 | -20 | 96 | 0.3 | -8 | 0
CCCS(=O)(=O)c1csc(C(=O)OC)c1N | -9 | 0 | -7 | -3 | -0.2 | 6 | 94 | 0.7 | -5 | -1
Cc1[nH]c2ccc(-c3nnc(SCC(=O)c4ccc(F)cc4)o3)cc2c1C | -8 | 0 | 2 | -7 | 0.2 | 1 | 98 | 1.3 | -8 | -3
CCCC(=O)Nc1ccccc1NC(=O)CN(C)S(=O)(=O)c1ccc(C)cc1 | 1 | 0 | -1 | -2 | 0.0 | 15 | 100 | 0.3 | -5 | -3
Cc1cc(C)nc(-n2nc(C)c3c(=O)[nH]c(C(F)(F)F)nc32)n1 | 9 | -1 | 5 | -2 | -0.2 | -2 | 113 | 10 | . | 1
Cc1ccc(S(=O)(=O)CCC(=O)OCC(=O)NCc2ccc(Cl)cc2)cc1 | 6 | 0 | 0 | 6 | -0.2 | -3 | 95 | 0.7 | -7 | 1
Cc1ccc(OCc2nc3c4c(ncn3n2)-c2ccccc2CC42CCCC2)cc1 | . | -1 | 4 | 1 | 0.0 | -11 | 98 | 7.4 | -1 | -1
COc1ccccc1CCC(=O)Nc1cc(S(=O)(=O)N2CCCCC2)ccc1N1CCN(C)CC1 | . | -6 | 1 | -7 | 0.1 | 0 | 98 | -0.4 | -7 | 1
CC(C)n1ncc2c(C(=O)NCc3ccccc3CN(C)C)cc(C3CC3)nc21 | -4 | -8 | 10 | -3 | 0.2 | 6 | 102 | 0.4 | -2 | -3
